From PubChem BioAssay
NALP1 inh: NALP1 inhibition | S. cerevisiae NALP1/ASC/caspase-1 growth, X-gal OD620, 72 h | inhibition, % at 10 µM | AID 2071 | 0.61% of 280,000 active; in the data active = inhibition mostly above about 24%, no sharp cut-off; inactive = mostly below about 32%; also: some compounds called inactive have numbers as strong as hits
PHOSPHO1 block: PHOSPHO1 (human) inhibition | recombinant PHOSPHO1, absorbance phosphatase assay | inhibition, % at 13.3 µM | 1.1% of 290,000 active | AID 1565; in the data active = inhibition above about 60%
Target sequence (Q8TCT1 whole entry, looked up): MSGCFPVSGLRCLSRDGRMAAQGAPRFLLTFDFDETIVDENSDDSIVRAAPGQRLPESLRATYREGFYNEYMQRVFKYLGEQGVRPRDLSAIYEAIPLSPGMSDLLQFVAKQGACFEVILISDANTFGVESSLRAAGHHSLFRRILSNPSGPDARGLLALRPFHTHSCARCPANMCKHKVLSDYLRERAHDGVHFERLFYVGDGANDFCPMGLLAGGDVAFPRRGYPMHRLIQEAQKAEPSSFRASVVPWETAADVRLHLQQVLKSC
MEKK2mut PB1 HTS: signal of MEK5 binding to mutant human MEKK2 PB1 domain; bead flow cytometry, Alexa488-MEK5 binding to MEKK2 mutant; percent response, % at 10 µM; 0.35% of 290,000 active; AID 1530; in the data active = percent response above about 24%, passing the limit was not always enough; also: inactives centre near 1; some results filed as inactive read as strong as hits; reference of the scale not given here
MEKK2 WT-MEK5: raises or lowers MEK5 binding to wildtype human MEKK2 PB1 domain; binding response (% of control), % at 10 µM; 1.1% of 290,000 active; Q9Y2U5; bead flow cytometry, Alexa488-MEK5 binding to MEKK2 WT; actives lie on both sides; in the data active = binding response below about 67% or above about 130%
OXTR agonist: agonists of human oxytocin receptor. CHO-OTR cells, Fluo-8 calcium fluorescence; normalized: DMSO 0%, oxytocin 100%. activation, % at 3 µM. 0.32% of 320,000 active. AID 2435;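 active = activation above the mean of all tested compounds plus 3 SD, cutoff set per screening run, cut at about 20% in these data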;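 also: peak over basal fluorescence ratio from a 100 s FLIPR kinetic read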
FID counter: counter-screen for HCV NS3 helicase inhibitors: DNA intercalator displacement. DNA fluorescent intercalator displacement, fluorescence. inhibition, % at 7.9 µM. 0.17% of 290,000 active. AID 1845; in the data active = inhibition above about 37%;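 also: 0% = vehicle and 100% = reference compound; higher means more ethidium bromide displaced from hairpin DNA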
M18AAP inhibitor: blocks P. falciparum M18 aspartyl aminopeptidase; recombinant PfM18AAP, H-Glu-NHMec fluorogenic cleavage; inhibition, % at 7.35 µM; 1.2% of 290,000 active;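 active = inhibition above the campaign mean inhibition over all tested compounds plus 3 SD, cut at about 28% in these data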;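 also: 0% = plate median of test compound wells and 100% = 2 mM ZnCl2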
GPR7 antagonist: human neuropeptides B/W receptor 1 antagonism. AID 1861. GPR7-expressing cells, fluorescence antagonist assay. P48145. 1.1% of 290,000 active. inhibition, % at 4.4 µM; in the data active = inhibition above about 16%, passing the limit was not always enough;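 also: cells stimulated with the agonist NPW; 0% = agonist with vehicle and 100% = vehicle without agonist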
MEKK3 PB1 HTS: raises or lowers MEK5 binding to the human MEKK3 PB1 domain; binding response (% of control), % at 10 µM; bead-based flow cytometry, Alexa488-MEK5 binding to MEKK3; actives lie on both sides; 0 = blocked by unlabeled MEK5, 100 = vehicle; 1.4% of 290,000 active; Q99759; AID 1529;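 active = binding response more than 3 SD above or below the average of its plate-row segment, actives on both sides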;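 also: Alexa488 bead fluorescence after subtracting the streptavidin-only scavenger bead signal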
Target sequence (Q99759 whole entry, looked up, the tested form may be a part): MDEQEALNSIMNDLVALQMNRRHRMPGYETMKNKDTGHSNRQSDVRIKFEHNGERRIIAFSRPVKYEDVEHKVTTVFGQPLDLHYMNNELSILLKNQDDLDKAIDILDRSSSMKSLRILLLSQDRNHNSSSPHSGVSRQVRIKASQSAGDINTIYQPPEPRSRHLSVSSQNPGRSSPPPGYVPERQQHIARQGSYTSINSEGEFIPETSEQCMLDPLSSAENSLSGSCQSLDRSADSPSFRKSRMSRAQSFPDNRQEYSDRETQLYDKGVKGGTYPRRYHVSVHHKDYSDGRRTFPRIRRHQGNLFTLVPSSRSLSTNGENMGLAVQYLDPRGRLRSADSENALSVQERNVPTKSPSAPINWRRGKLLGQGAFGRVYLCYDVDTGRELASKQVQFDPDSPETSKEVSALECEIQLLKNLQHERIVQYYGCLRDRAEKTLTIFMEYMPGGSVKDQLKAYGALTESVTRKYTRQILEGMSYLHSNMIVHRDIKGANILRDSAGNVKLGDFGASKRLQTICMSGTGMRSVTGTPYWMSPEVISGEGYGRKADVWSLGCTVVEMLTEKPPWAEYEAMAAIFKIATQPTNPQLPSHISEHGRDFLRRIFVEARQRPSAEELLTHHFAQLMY
* marks the source's active call; other numbers are inactive results; nt = no result given; & = joins results of further samples; [ ] = dose if it differs, or a comment. Compounds were not picked by outcome; overall some 6.2% were active at least once.

SMILES	NALP1 inh	PHOSPHO1 block	MEKK2mut PB1 HTS	MEKK2 WT-MEK5	OXTR agonist	FID counter	M18AAP inhibitor	GPR7 antagonist	MEKK3 PB1 HTS
Cc1nonc1OCCCNc1ccc([N+](=O)[O-])cc1Cl	12	-5	0	107	-1.4	2	-6	1	103
CCCN(CCC)c1nc(C#N)nc(N(CCC)CCC)n1	1	3	-10	89	0.9	6	-2	11	97
CC(C)(C)c1ncc(S(=O)(=O)c2ccc(C(F)(F)F)cn2)c(N)n1	3	51	-8	97	0.2	-4	-2	-13	93
CCOC(=O)c1c(-c2cccs2)csc1NC(=O)CN(CC)CC	20	46	-3	102	-0.6	3	-8	-11	101
COc1ccccc1N(CC(=O)NC1CCCC1)C(=O)CCC(=O)Nc1cc(C)on1	27	14	5	105	-0.4	-23	-3	10	99
COC(=O)Nc1ccc(Oc2ccccc2)cc1	7	6	-11	87	-0.6	7	0	-10	91
Cc1ccc(-c2ccc(=O)n(CC(=O)Nc3cccc(C(=O)N4CCN(C)CC4)c3)n2)cc1	20	-10	2	101	0.2	4	-2	-5	101
O=C(CSc1nnc2ccccn12)N1CCc2ccccc21	-21	20	-5	91	1.6	-4	3	-4	88
O=C(Cn1nnc2ccccc21)OCC(=O)c1ccccc1	-3	-6	2	100	0.8	-5	3	1	100
COc1cc(/C=N/Nc2cccc(C)c2)ccc1OC(=O)c1ccco1	-11	-9	1	103	-0.7	-3	3	-5	103
O=C(O)CCC(=O)Nc1nnc(C(F)(F)F)s1	1	-2	2	99	0.3	6	2	-10	101
CCC(C(=O)N1CCOCC1)n1nc(C)c2sc3ccccc3c2c1=O (stereo not given)	-1	7	3	102	0.1	-2	0	-6	99
CC(=O)Nc1ccc(S(=O)(=O)Nc2ccc(S(=O)(=O)Nc3nc(C)cc(C)n3)cc2)cc1	15	10	-3	94	4.4	-4	-16	2	98
Cc1ccccc1NC(=O)C(C)Sc1nnc(-c2ccncc2)n1CC1CCCO1 (stereo not given)	9	40	0	105	0.6	-14	1	-1	99
COc1nc(OCCNS(=O)(=O)c2ccc(C)cc2)nc(N(C)C)n1	5	36	0	98	-0.1	-16	7	-5	101
O=C(CNS(=O)(=O)c1ccccc1)NCc1cccnc1	1	12	-3	95	0.3	-6	-4	-7	104
COC(=O)c1cc(-c2ccc(Br)cc2)on1	-22	-20	nt	nt	-1.5	-6	5	-10	nt
C/C=C(\C)c1nnc(NC(=O)C(C)C)s1	25	-3	2	105	-1.0	-5	1	13	100
COc1ccc(C(=O)Nc2oc(-c3ccccc3)c(-c3ccccc3)c2C#N)cc1OC	27	-30	-4	91	-1.5	-11	2	-9	92
O=C(COC(=O)C1CCN(S(=O)(=O)c2cccc3cccnc23)CC1)c1ccc([N+](=O)[O-])cc1	31	-4	1	100	0.7	1	26	-5	99
COc1cc(C2CC(=O)N3CN(Cc4ccco4)CSC3=C2C#N)ccc1OCc1ccccc1 (stereo not given)	-22	41	5	114	-1.2	-33	24	-4	106
CCCCCC(=O)NN=C1CCN(Cc2ccccc2)CC1	27	9	-6	87	-0.5	-3	10	6	87
Cc1cc(C(F)(F)F)c(C#N)c(N2CCOCC2)n1	22	2	2	104	-0.7	0	-1	-2	103
CC(=O)Nc1ccc(S(=O)(=O)N(c2cccnc2)S(=O)(=O)c2ccc(NC(C)=O)cc2)cc1	-12	-2	5	102	1.3	-7	-9	-8	106
COc1ccccc1C1CCN(C(=O)c2cccs2)CC1	12	12	-5	90	-2.6	-21	-9	-7	95
Cc1ccc(C(=O)N(CN2CCCC2=O)c2ccc(F)cc2)cc1C	-3	9	-1	96	-1.2	-11	-6	7	98
Oc1c(C(Nc2nc3ccccc3s2)c2ccco2)ccc2cccnc12 (stereo not given)	-8	4	4	110	-0.1	-11	26	1	118
O=C(NCCCn1ccnc1)c1ccccc1Br	12	32	6	101	-0.7	-4	0	-6	102
c1nc(NCCN2CCOCC2)c2c3c(sc2n1)CCCCC3	2	19	1	105	nt	-7	2	-6	99
Cc1ccc(Cl)cc1NC(=O)COC(=O)C12CC3CC(CC(C3)C1)C2	11&8	12&1	0&-3	86&95	-1.6&-0.8	-4&-3	-21&-1	-14&-8	104&94
N#CC1=C(N)Oc2n[nH]c(-c3ccc(F)cc3)c2C1c1ccncc1 (stereo not given)	8	-13	nt	nt	-0.3	0	2	-9	nt
O=C(CN1CCCCCC1)N1c2ccccc2Sc2ccccc21	-14	53	2	102	0.3	10	10	-13	99
NC(=O)COc1ccc2cc(-c3ccccc3)c(=O)oc2c1	10	26	2	108	0.7	-19	3	18	104
COc1ccc(NC(=O)C2CCN(c3nnnn3-c3ccccc3)CC2)cc1	14	50	-2	103	-0.3	-14	-4	-9	101
Nn1c(SCC(=O)N2CCOCC2)nnc1-c1ccccc1Cl	-17	12	5	103	-0.1	2	-5	1	101
CC(C)N(Cc1ccccc1)C(=O)CN1C(=O)c2ccccc2C1=O	8	8	2	107	-0.6	-12	12	-9	101
CCn1cc(S(=O)(=O)N2CCN(c3ccc(Cl)cc3)CC2)cn1	12	43	6	107	1.7	-22	-3	-4	101
Oc1ccccc1N=Nc1ccccc1O	6	-27	-3	87	nt	8	11	-6	79
COc1cccc(/C=N/n2c(CO)nc3ccccc32)c1OC	10	-13	-8	77	-0.1	-2	4	0	71*[inhibitor]
CN(C(=O)COC(=O)c1cccc(F)c1)c1ccccc1	-11	31	9	111	-0.9	-15	-8	-3	107
CCc1ccc(NC(=S)N2CCN(c3cccc(C(F)(F)F)c3)CC2)cc1	-8	24	-2	98	6.8	-4	2	-5	104
COc1ccc(NC(=S)N(CCc2c(C)[nH]c3ccc(C)cc23)Cc2ccco2)cc1	34	-9	-3	102	0.1	-4	3	20*	103
Cc1csc(NC(=S)Nc2cccc(Cl)c2)n1	8	-18	-2	100	4.2	4	14	-7	101
Cc1ccc(CNC(=O)C(=O)NCC2OCCN2S(=O)(=O)c2ccc(Cl)cc2)cc1 (stereo not given)	12	25	4	101	3.9	-42	-13	-5	102
COc1cccc(CNC(=O)CCS(=O)(=O)Cc2ccc(C)cc2)c1	-12	49	4	106	-1.5	-23	0	-4	103
CN(C)c1cccc2c(/C=N/O)ccc(N(C)C)c12	-7	12	0	101	1.0	3	10	-2	101
Cc1nc2nc(SCC(=O)c3cccc([N+](=O)[O-])c3)[nH]c2cc1Br	2	-6	3	107	-1.6	7	4	5	99
CCN(CC)S(=O)(=O)c1ccc(N2CCc3cc(OC)c(OC)cc3C2)nc1	10	24	0	104	1.5	-20	-3	-11	100
COC(=O)c1c(C)[nH]c(C)c1-c1cccc([N+](=O)[O-])c1	6	4	-12	87	-0.3	1	6	-18	99
Cc1cccc2c1nc(-c1ccccc1)n1cnnc21	-12	-3	0	93	-1.2	-4	3	-6	99
More records follow.
SMILES	NALP1 inh	PHOSPHO1 block	MEKK2mut PB1 HTS	MEKK2 WT-MEK5	OXTR agonist	FID counter	M18AAP inhibitor	GPR7 antagonist	MEKK3 PB1 HTS
Cc1cc(C)c2nc(NCc3ccccc3O)sc2c1	8	38	6	103	-0.9	-6	0	-6	105
Cc1ccc(S(=O)(=O)N2CCN(C(=O)c3cccs3)CC2)c(C)c1	-3	-33	-2	103	1.0	-19	2	-13	110
COc1ccc(NC(=O)CC2C(=O)N(C)C(=S)N2CCc2ccc(F)cc2)cc1 (stereo not given)	19	2	6	103	3.1	-12	8	0	106
COc1ccc(NC(=O)NNC(=O)C(O)(c2ccccc2)c2ccccc2)cc1	-1	26	5	109	0.2	-10	9	-8	101
O=C(COc1nc2ccccc2nc1N1CCOCC1)NC1CCCCC1	17	-2	1	105	-0.1	-4	0	3	120
Cc1ccc(C)c(S(=O)(=O)N2CCN(CC(=O)N3CCc4ccccc4C3)CC2)c1	8	20	-1	102	-0.1	-15	12	0	102
Cc1cc(-c2ccccc2)c2ccc(NC(=O)C(C)(C)C)nc2n1	24	-2	10	108	-2.4	-32	0	-20	108
CCOc1cc(/C=N/Nc2nc(-c3cccc(S(=O)(=O)N4CCCC4)c3)cs2)ccc1O	11	-16	-1	99	-1.9	-4	13	-4	96
CCOC(=O)Cc1csc(NC(=O)Nc2ccc(Cl)cc2)n1	0	-3	0	100	18	-14	0	-12	102
COC(=O)c1ccccc1NC(=O)Cn1cnc2c(cnn2-c2ccccc2)c1=O	11	10	3	103	1.4	5	-9	-6	101
COc1cccc(-c2nnc(SCC(=O)Nc3cc(C)ccc3OC)n2N)c1	-4	5	-1	96	-0.8	-17	0	-9	105
O=C(COc1ccc(/C=C2/NC(=O)NC2=O)cc1)Nc1ccc(F)cc1	9	19	0	101	2.2	-10	-3	3	101
O=c1[nH]c(SCc2cccc(Cl)c2)nc2c1CCCC2	-7	18	3	100	-1.7	-3	-10	-6	103
COc1ccc(CNC(=O)[C@@H](NC(=O)C2CCN(S(=O)(=O)c3ccccc3)CC2)C(C)C)cc1	-5	53	2	100	2.0	-42	1	-6	100
CSc1cccc(NC(=O)c2ccc(CN3CCc4ccccc4C3)cc2)c1	7	25	8	113	-0.5	5	2	19	103
COC(=O)c1sc(NC(=O)c2c(F)cccc2F)c(C#N)c1C	5	15	8	102	4.6	-2	2	-10	104
Cc1nn(-c2ccccc2)c2sc(C(=O)N3CCOCC3)cc12	12	24	2	101	0.2	-10	-5	5	103
C=CCSc1nnc(CNS(=O)(=O)c2ccc(C)cc2)n1C	26	29	-4	100	0.1	-6	1	-12	98
CS(=O)(=O)c1nc2ccccc2n1Cc1ccccc1	-1	34	-2	95	-0.5	-12	7	-16	98
C=CCNS(=O)(=O)c1cccc(C(C)=O)c1	32	-10	-2	97	0.0	-8	-1	0	98
COc1ccc(-n2c(=S)[nH]c3cc(C(=O)NCCCN4CCOCC4)ccc3c2=O)cc1	-3	20	-1	104	-0.1	4	4	-3	104
CCCCn1nnc(NC(=O)Cc2ccc(Cl)cc2)n1	23	-1	7	106	-0.8	-4	-7	-6	103
CS(=O)(=O)N1CCC(C(=O)N2CCC(Cc3ccccc3)CC2)CC1	21	-21	-8	94	2.8	-12	-5	-15	90
CN(C)c1ccc(P(=O)(OCc2ccccc2)C(O)c2ccc(Br)cc2)cc1 (stereo not given)	nt	20	-10	52	0.3	-21	-2	8	54
CC1=C(C(=O)Nc2ccccc2C)C(c2ccc(C)o2)N2C(=O)CSC2=N1 (stereo not given)	nt	-11	5	103	-1.1	-13	15	-8	108
CON(C)c1nc(OCCNC(=O)OCc2ccc(Cl)cc2C)nc(N(C)C)n1	6	-9	3	103	-0.4	-32	1	-18	114
COc1ccc(N(CC(=O)NCc2cccs2)S(=O)(=O)c2cccnc2)cc1	1	-15	2	105	-0.1	-9	-3	-1	104
Cc1ccc(S(=O)(=O)N(CCO)Cc2ccccc2)cc1	-4	nt	7	108	-2.2	-20	-3	-8	103
Cc1[nH]c2ccccc2c1C(=O)CN1CCC(C(N)=O)(N2CCCCC2)CC1	1	1	1	107	1.2	6	-7	-9	105
CC(/C=N/n1c(-c2cc(C)[nH]n2)n[nH]c1=S)=C\c1ccccc1	2	47	14	93	-1.5	-9	4	-10	100

Entries listed above printed as active in MEKK3 PB1 HTS:
compound,NALP1 inh,PHOSPHO1 block,MEKK2mut PB1 HTS,MEKK2 WT-MEK5,M18AAP inhibitor,GPR7 antagonist,MEKK3 PB1 HTS
COc1cccc(/C=N/n2c(CO)nc3ccccc32)c1OC,10,-13,-8,77,4,0,71*[inhibitor]

Taken from above, 3 compounds:
SMILES	NALP1 inh	PHOSPHO1 block	MEKK2mut PB1 HTS	MEKK2 WT-MEK5	OXTR agonist	FID counter	M18AAP inhibitor	GPR7 antagonist	MEKK3 PB1 HTS
Cc1nonc1OCCCNc1ccc([N+](=O)[O-])cc1Cl	12	-5	0	107	-1.4	2	-6	1	103
CCCN(CCC)c1nc(C#N)nc(N(CCC)CCC)n1	1	3	-10	89	0.9	6	-2	11	97
CC(C)(C)c1ncc(S(=O)(=O)c2ccc(C(F)(F)F)cn2)c(N)n1	3	51	-8	97	0.2	-4	-2	-13	93
